KOR beta-arrestin-1: KOR antagonists, beta-arrestin recruitment, cell-based, luminescence, uHTS (AID 1778) | KOR beta-arrestin recruitment, luminescence, antagonist mode; higher % means a stronger effect | inhibition, % at 10 µM, or IC50 in µM where a hit was titrated | actives 0.091% (n = 290,000); note: strong numbers were not always called active
KOR beta-arrestin-2: kappa opioid receptor activators – cell-based, luminescence, uHTS, primary screen (AID 1777); KOR beta-arrestin recruitment, luminescence; higher % means a stronger effect; activation, % at 10 µM, or EC50 in µM where a hit was titrated; actives 0.02% (n = 280,000); in the data active = activation above about 50%, passing the limit was not always enough; note: a part of the inactive calls stands beside numbers as strong as those of hits
HIV fusion peptide: inhibitors of HIV fusion peptide binding, primary screen, biochemical, uHTS, fluorescence dequenching (AID 1986). cell-free peptide binding, fluorescence dequenching, 30 min; higher % means a stronger effect. actives 0.3% (n = 290,000). inhibition, % at 20 µM; hits with a dose series show IC50 in µM; in the data active = inhibition mostly above about 52%, no sharp cut-off; inactive = mostly below about 76%; note: some results filed as inactive read as strong as hits
Large T inhibition: SV40 large T antigen inhibitors, biochemical (AID 1903). actives 0.39% (n = 310,000). SV40 large T antigen ATPase/helicase inhibition assay; higher % means a stronger effect. inhibition, % at 20 µM; hits with a dose series show IC50 in µM; in the data active = a potency from the dose series; note: strong numbers were not always called active
NOD1 inhibition: NOD1 signaling inhibitors, primary screen, cell-based, luminescence, uHTS (AID 1578); inhibition, % at 4 µM; hits with a dose series show EC50 in µM; NOD1-driven NF-kB luciferase reporter cells, luminescence; higher % means a stronger effect; actives 1% (n = 290,000); in the data active = inhibition mostly above about 36%, no sharp cut-off; inactive = mostly below about 34%;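 note: HEK-293T reporter cells stimulated with the NOD1 agonist gamma-tri-DAP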
HEK293 NOD2/NF-kB: inhibition of NOD2-driven NF-kB reporter – cell-based, luminescence, uHTS, HEK293 (AID 1566) | HEK293 NOD2/NF-kB luciferase reporter, luminescence; higher % means a stronger effect | one-dose inhibition, % at 4 µM; EC50 in µM for titrated hits | actives 0.63% (n = 290,000); note: many of its hits are not listed in these tables
GPR55 beta-arrestin: selective activators of receptor GPR55 – imaging, U2OS cells, beta-arrestin-GFP redistribution, primary screen (AID 1961). activation, % at 10 µM; hits with a dose series show EC50 in µM. U2OS GPR55 beta-arrestin-GFP redistribution imaging; higher % means a stronger effect. actives 0.048% (n = 290,000);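 active = activation above 40% with more than 50 cells counted in the well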;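 note: U2OS osteosarcoma cells stably expressing GPR55 and beta-arrestin-GFP; plate controls were DMSO negative control for no effect and LPI positive control for full effect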
MgcRacGAP inhibition: MgcRacGAP GTPase-activating activity inhibitors, confirmation, biochemical, ADP Hunter fluorescence. MgcRacGAP-stimulated Rac1 GTP hydrolysis, ADP Hunter fluorescence; higher % means a stronger effect; GST-tagged Rac1 F28L mutant substrate. one-dose inhibition, % at 30 µM; IC50 in µM for titrated hits. actives 0.6% (n = 340,000). AID 624330;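 active = first-screen hits whose inhibition reached a set limit at any dose in the follow-up dose series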;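 note: fluorescence reports GDP produced by GAP-driven GTP hydrolysis; strong numbers were not always called active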
GPR55 antagonists: inhibition of LPI-stimulated GPR55 beta-arrestin translocation – imaging, U2OS, beta-arrestin-GFP, LPI agonist, primary screen (AID 2013); inhibition, % at 10 µM; hits with a dose series show IC50 in µM; actives 0.13% (n = 290,000); U2OS GPR55 beta-arrestin-GFP translocation imaging, LPI antagonism; higher % means a stronger effect;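 active = spots per cell inhibited over 60%, with over 100 cells counted and total cytoplasm intensity under 500,000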;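 note: U2OS cells stably carrying GPR55 and arrestin-GFP stimulated by 5 µM LPI near EC80; imaged beta-arrestin-GFP aggregate spots per cell after agonist stimulation; plate controls were LPI-stimulated DMSO wells for no effect and DMSO wells without LPI for full effect; some results filed as inactive read as strong as hits; confirmed hits need IC50 under 10 µM and bright autofluorescent wells are also inconclusive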
Numbers without * were called inactive; . = not tested or not shown; [ ] = remark or other dose. Cut-off read from the data, not from the text of the source, unless noted: active = inhibition above about 50%; inactive = the rest.

SMILES	KOR beta-arrestin-1	KOR beta-arrestin-2	HIV fusion peptide	Large T inhibition	NOD1 inhibition	HEK293 NOD2/NF-kB	GPR55 beta-arrestin	MgcRacGAP inhibition	GPR55 antagonists
CCC1=Nc2cc(C(=O)NCCCN3CCOCC3)ccc2Sc2ccc(Br)cc21	-8%	-0.2%	-1.6%	13%	-2%	3%	-0.2%	8%	2%
COc1ccccc1N1CCN(C/C=C/c2ccc(N(C)C)cc2)CC1	-26%	-3.7%	0.6%	26%	12%	1%	-0.2%	.	11%
CC1Sc2ccc(S(=O)(=O)NCCc3ccc(S(N)(=O)=O)cc3)cc2NC1=O (configuration not stated)	-14%	2.4%	-2.5%	7%	16%	2%	0.0%	7%	-4%
O=C(Nc1ccc(-c2csnn2)cc1)C(Cl)(Cl)Cl	1%	-3.7%	-1.5%	14%	-7%	3%	-0.2%	0%	-4%
COc1ccc(-n2c(C(C)(C)C)csc2=Nc2c(C)n(C)n(-c3ccccc3)c2=O)cc1	23%	-4.0%	0.0%	3%	0%	-3%	-0.3%	11%	12%
CC(C)Oc1cccc(OCCN2C(=O)c3ccccc3C2=O)c1	-22%[20 µM]	-2.4%	1.3%	6%	-26%	3%	-0.1%	10%	12%
CCCOc1ccc(-c2c(C(=O)N/N=C(\C)c3cccs3)nnn2-c2nonc2N)cc1	-37%	8.8%	3.0%	9%	-5%	11%	-0.2%	7%	0%
COCCn1nnnc1C(CC(C)C)N1CCN(c2ccccc2)CC1 (configuration not stated)	-54%	4.2%	2.0%	6%	-25%	-9%	0.3%	3%	2%
COc1ccc(-c2nnc(Nc3ccc(CC(N)=O)cc3)c3ccccc23)cc1	34%	4.5%	-2.3%	-4%	-14%	14%	-0.1%	6%	-2%
Cc1cccc(-n2c(O)cnc2Nc2nc(C)cc(C)n2)c1	2%[20 µM]	.	-1.2%	26%	-26%	-13%	0.2%	.	9%
NC(=O)C1CCN(C(=O)CN(c2cccc(C(F)(F)F)c2)S(=O)(=O)c2ccccc2)CC1	15%	10%	4.4%	7%	10%	17%	1.5%	9%	6%
COc1cccc(OC)c1C(=O)OCCCOC(=O)c1c(OC)cccc1OC	-7%	1.9%	0.3%	6%	-4%	6%	-0.1%	7%	6%
Cn1c(C(=O)N2CCN(Cc3ccccc3)CC2)cc2c(=O)n(C)c3ccccc3c21	6%	0.5%	-1.9%	3%	-18%	18%	-0.1%	9%	4%
C/C(=N\NC(=O)CCCNc1cccc(C)c1)c1ccncc1	-1%	2.4%	-2.2%	6%	-21%	9%	-0.2%	5%	-7%
COc1cc(C2C(C#N)=C(N)Oc3cc(N(C)C)ccc32)cc2c1OCO2 (configuration not stated)	-88%	2.5%	28%	7%	-7%	-39%	-0.1%	4%	-18%

Entries of single compounds as entered above. Values in the order: KOR beta-arrestin-1, KOR beta-arrestin-2, HIV fusion peptide, Large T inhibition, NOD1 inhibition, HEK293 NOD2/NF-kB, GPR55 beta-arrestin, MgcRacGAP inhibition, GPR55 antagonists
Listed for `CC(C)Oc1cccc(OCCN2C(=O)c3ccccc3C2=O)c1` → -22%[20 µM], -2.4%, 1.3%, 6%, -26%, 3%, -0.1%, 10%, 12%
Listed for `COc1ccc(-n2c(C(C)(C)C)csc2=Nc2c(C)n(C)n(-c3ccccc3)c2=O)cc1` → 23%, -4.0%, 0.0%, 3%, 0%, -3%, -0.3%, 11%, 12%
Listed for `COc1ccccc1N1CCN(C/C=C/c2ccc(N(C)C)cc2)CC1` → -26%, -3.7%, 0.6%, 26%, 12%, 1%, -0.2%, ., 11%
Listed for `CCC1=Nc2cc(C(=O)NCCCN3CCOCC3)ccc2Sc2ccc(Br)cc21` → -8%, -0.2%, -1.6%, 13%, -2%, 3%, -0.2%, 8%, 2%
Listed for `CC1Sc2ccc(S(=O)(=O)NCCc3ccc(S(N)(=O)=O)cc3)cc2NC1=O` (configuration not stated) → -14%, 2.4%, -2.5%, 7%, 16%, 2%, 0.0%, 7%, -4%

The listing picks up with the two entries that preceded the break.
SMILES	KOR beta-arrestin-1	KOR beta-arrestin-2	HIV fusion peptide	Large T inhibition	NOD1 inhibition	HEK293 NOD2/NF-kB	GPR55 beta-arrestin	MgcRacGAP inhibition	GPR55 antagonists
C/C(=N\NC(=O)CCCNc1cccc(C)c1)c1ccncc1	-1%	2.4%	-2.2%	6%	-21%	9%	-0.2%	5%	-7%
COc1cc(C2C(C#N)=C(N)Oc3cc(N(C)C)ccc32)cc2c1OCO2 (configuration not stated)	-88%	2.5%	28%	7%	-7%	-39%	-0.1%	4%	-18%
Cn1c(CN2CCOCC2)nnc1SCc1cccc(F)c1	-37%	1.1%	-0.3%	13%	-37%	20%	2.0%	11%	5%
C#CCOc1ccccc1CNc1ccccc1	-1%	-4.8%	0.5%	0%	-15%	9%	1.3%	0%	8%
O=C(Nc1cccc(-c2cscn2)c1)C1CCN(Cc2ccsc2)CC1	9%	0.0%	-0.5%	7%	-13%	13%	0.6%	5%	13%
O=C(CN1CCc2ccccc21)NC(=O)NCc1ccco1	-27%	4.7%	2.7%	9%	1%	8%	0.0%	7%	4%
O=C1CNC(=O)c2c(nc3n2CCC3)N1	-13%	-0.6%	3.8%	3%	10%	-6%	-0.3%	7%	3%
CC(=O)c1ccc(N2CCN(S(=O)(=O)c3ccc4c(c3)CC(=O)N4)CC2)cc1	1%[20 µM]	-0.7%	1.4%	0%	-20%	4%	-0.2%	-3%	1%
O=C(NCc1ccc(F)cc1)C(c1ccccc1)c1ccccc1	21%[20 µM]	-6.9%	-1.8%	-2%	26%	-19%	0.3%	10%	1%
CCOC(=O)c1[nH]c2ccccc2c1NC(=O)C(CC)CC	6%	-1.2%	0.7%	4%	0%	13%	-0.2%	-10%	4%
O=C(Cc1nnc(NC(=O)Nc2ccccc2)s1)Nc1ccccc1	7%	-1.8%	0.0%	4%	-5%	5%	-0.2%	.	-5%
Cc1ccc2nc(NC(=O)C3CCN(C(=O)c4ccc(F)cc4)CC3)sc2c1	4%	-3.2%	2.1%	9%	-7%	-6%	0.3%	10%	2%
CN(C)c1ccc(C(=S)N2CCOCC2)cc1Br	11%	-2.5%	0.4%	25%	-1%	0%	-0.2%	15%	-10%
COc1ccc(NC(=O)C2CCCN(c3c4c(nc5ncnn35)CCC4)C2)cc1 (configuration not stated)	-10%	-7.2%	-3.4%	7%	21%	21%	-0.1%	2%	-1%
CCOC(=O)C1CCN(c2ccc(C(N)=O)cc2[N+](=O)[O-])CC1	-8%	-1.4%	-1.0%	0%	-4%	6%	-0.2%	5%	-4%
C/C(CC(=O)Nc1cc(C)ccn1)=N\NC(=O)c1cccc(C)c1O	12%	0.6%	10%	3%	-8%	14%	-0.2%	6%	10%
CC(C)CC(c1nnnn1CC1CCCO1)N1CCN(c2cccc(Cl)c2)CC1 (configuration not stated)	-18%	-1.0%	-1.6%	0%	-31%	-29%	-0.2%	3%	-11%
CCCOC(=O)Nc1ccccc1C(N)=O	0%	-1.2%	-1.9%	7%	1%	9%	0.3%	9%	11%
COc1ccc(N(CC(=O)Nc2cccc([N+](=O)[O-])c2C)S(C)(=O)=O)cc1OC	6%	0.1%	-1.6%	-3%	-13%	4%	0.4%	6%	8%
CCOc1ccc(CCNC(=O)COC(=O)c2nc3nc(C)cc(C)n3n2)cc1OCC	-16%	-0.8%	2.8%	-2%	-29%	-4%	-0.1%	3%	8%
CCNS(=O)(=O)c1ccc(CCC(=O)NC2CCCC2)cc1	-7%	0.8%	-0.7%	-4%	-22%	22%	-0.3%	-2%	-5%
Cc1cc(C)c(C2=CSC3=NS(=O)(=O)CCN23)c(C)c1	-8%	-7.0%	0.8%	4%	-5%	19%	0.9%	2%	1%
CCN(Cc1ccncc1)C(=S)Nc1ccccc1	-20%[20 µM]	0.6%	-0.7%	3%	-7%	17%	-0.1%	5%	7%
CCOC(=O)c1c(NC(=O)COc2ccc3ccc(=O)oc3c2)sc(C(=O)N(C)C)c1C	-1%	3.1%	-0.4%	-6%	-6%	17%	0.3%	6%	10%
COc1ccccc1NC(=S)NCCc1ccc(S(N)(=O)=O)cc1	-8%[20 µM]	.	-0.6%	11%	-10%	6%	0.3%	3%	-6%
Cc1cccc(CN2CCN(C(=O)CCl)CC2)c1	5%	0.6%	1.1%	4%	.	.	-0.2%	6%	1%
Cn1c(NCc2ccccc2O)nc2ccccc21	4%	1.1%	0.2%	1%	-86%	-105%	-0.2%	2%	1%
Cc1occc1C(=O)N/N=C/c1c[nH]c2ccccc12	7%	-0.9%	-2.8%	13%	14%	33%	0.2%	5%	-14%
C=C(C)COc1ccc(-c2nc(N)nc(C)c2Oc2ccccc2OC)c(O)c1	9%	3.5%	-1.0%	21%	10%	0%	0.0%	9%	6%
CC1CCN(CCOc2ccc(Cl)c(Cl)c2)CC1	.	-0.2%	3.2%	4%	-14%	13%	0.5%	25%	22%
CC(C)N(C(=O)Cn1c(-c2ccccc2Cl)nc2ccccc21)c1ccccc1	.	.	-1.0%	5%	16%	16%	0.5%	6%	-2%
OC1CCN(C(=S)Nc2ccc(Nc3ccccc3)cc2)CC1	-24%[20 µM]	-2.8%	0.8%	6.9µM*	-42%	-18%	-0.1%	39µM*	-2%
CCOC(=O)c1c(NC(=O)Nc2ccc(Cl)cc2)sc(C)c1C	-1%	3.6%	2.3%	-3%	17%	25%	-0.1%	7%	2%
COc1cccc(NC(=O)Nc2cccc(C(=O)O)c2)c1	-10%	-3.9%	2.9%	0%	.	.	-0.2%	5%	-6%
CCN(CC)S(=O)(=O)c1cc([N+](=O)[O-])ccc1NNC(=O)Nc1ccc(F)cc1	-26%	-5.0%	-2.0%	6%	2%	7%	0.3%	2%	8%
C=CCSC1=C(C#N)C(c2cc(Br)c(O)c(OC)c2)CC(=O)N1 (configuration not stated)	-35%	-0.3%	0.6%	22%	-9%	-26%	-0.1%	14%	-10%
Cc1cc(C)c(C#N)c(Nc2cccc(Br)c2)n1	10%	0.9%	1.2%	7%	-26%	8%	-0.1%	6%	-1%
O=C(Nc1cccc(S(=O)(=O)Nc2ccccc2F)c1)c1ccc2ccccc2n1	-4%	2.0%	3.9%	6%	34%	13%	0.5%	26%	10%
Cc1cccn2c(=O)c3cc(C(=O)NCC(C)C)sc3nc12	1%	-0.5%	0.8%	10%	-7%	9%	-0.1%	.	6%
Cc1cccc(N(C(=O)Cn2nnc3ccccc32)C(C(=O)NCc2ccco2)c2ccncc2)c1C (configuration not stated)	2%	9.4%	1.2%	3%	-16%	3%	0.7%	-1%	2%
C/C(=N/NS(=O)(=O)c1cc(C)ccc1C)c1c[nH]c2ccccc12	-9%	-0.7%	0.4%	12%	7%	38%	0.0%	-8%	8%
O=C(Nc1ccccc1)c1ccsc1	2%	-0.5%	-1.0%	10%	-4%	9%	0.2%	11%	6%
Oc1cccc(Nc2c3ccccc3nc3ccccc23)c1	-10%	-6.5%	7.5%	4%	6%	37%	0.0%	17%	24%

These rows are one share of the data, so the mix of outcomes need not match the whole.
